Assay outcomes from PubChem.
Lamin A splicing – modulators of lamin A splicing; HeLa LMNA splicing GFP/RFP minigene ratio, 48 h; Potency, µM (doses to about 46.1 µM), for the others: at the highest dose ratio change, negative = inhibition, actives largely listed as inhibitors; 200,000 compounds, 0.01% hits; active means well fitted inhibition curve with a large enough effect in the signal ratio, with a control signal flat, not every such curve was filed as active; inconclusive means small, poorly fitted or top-dose-only effect, or effect the other way, or a change in a side signal; the % refers to the signal ratio; further: potency means the concentration at half of the fitted maximal effect; on the % scale 0 is the no-effect control and ±100 the full control effect
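S3 HeLa cells stably expressing lamin A-EGFP splicing minigene plus DsRed2, 600 cells/well, 48 h compound exposure at 37C. Laser-scanning cytometry; analysed as GFP (500-530 nm)/RFP (575-640 nm) total intensity ratio; 0.5% DMSO vehicle.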
HTT cytoprotect – cytoprotection in Huntington HTT-Q103 PC12 cell model; Potency, µM (top dose mostly 56.4 µM), for inactives: cytoprotection (ATP increase), most hits filed as activators; PC12 HTT-Q103 induced, cytoprotection, ATP luminescence, 40 h; AID 1471; 230,000 compounds, 0.14% hits;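 further: potency means the concentration at half of the fitted maximal effect; % of control where 0% means no effect; nearly all actives have a fitted effect of over 45% in size; toxic huntingtin expression switched on by the ecdysone agonist tebufenozide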
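Readout: ATPlite luminescence (ATP level). Model: stable PC12, inducible Htt exon1 Q103-GFP. Inducer: tebufenozide, 100 nM final. Compounds: dose series. No G418 in medium.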
aGlu spleen mod – lysosomal alpha-glucosidase (human) modulation | P10253 | human spleen homogenate, 4-MU-alpha-glucoside fluorescence | Potency, µM (series often up to 79.9 µM), without a hit: at the top dose activity change, negative = inhibition, actives largely listed as inhibitors | 240,000 compounds, 0.006% hits;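 further: potency means the concentration at half of the fitted maximal effect; 0% = enzyme with vehicle and -100% = no enzyme basal signal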
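Human spleen homogenate (1 ug) with 4-methylumbelliferyl-alpha-D-glucopyranoside (1 mM final) in 50 mM citrate/phosphate pH 5.0, 0.01% Tween-20; 40 min at 37 C. Stopped at pH 10; 4-MU fluorescence Ex 365/Em 440 nm; AC50 by Hill fit.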
GAA inh – blocks human lysosomal alpha-glucosidase. P10253. purified human GAA, 4-MU-alpha-glucoside fluorescence. Potency, µM (top dose mostly 76.9 µM), for the others: at the highest dose activity change, negative = inhibition, usual class: inhibitors. 200,000 compounds, 0.005% hits. AID 1466;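 further: potency means the concentration at half of the fitted maximal effect; plate controls were uninhibited enzyme wells for no effect and no-enzyme background for full effect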
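Read-out is 4-methylumbelliferone fluorescence (Ex 365/Em 440 nm) after NaOH/glycine stop at pH 10. Enzyme 4 nM, substrate 400 uM, pH 5.0 citrate buffer, 20 min room temperature; AC50 from Hill-equation concentration-response.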
HttQ103 aggreg – inhibitors of mutant huntingtin aggregate formation in PC12 cells; 220,000 compounds, 1.1% hits; Potency, µM (top dose mostly 46.1 µM), without a hit: at the top dose activity change, negative = inhibition, usual class: inhibitors; PC12 HttQ103-GFP aggregates, Acumen cytometry, 40 h; further: potency means the concentration at half of the fitted maximal effect; on the % scale 0 is the no-effect control and ±100 the full control effect; nearly all actives have a fitted effect of over 60% in size
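Huntingtin Q103 exon 1–GFP aggregates in induced PC12 cells (100 nM tebufenozide) were quantified by cytometry from lysates, with compounds dosed in titration.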
GAA glycogen – GAA glycogen-cleavage inhibition or activation; 300,000 compounds, 0.38% hits; recombinant GAA, glycogen substrate, Amplex Red glucose oxidase fluorescence; Potency, µM (highest dose often 76.4 µM), for the others: at the top dose activity change, negative = inhibition, most hits filed as inhibitors; P10253; AID 2100;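 further: potency means the concentration at half of the fitted maximal effect; 0% = full enzyme reaction and -100% = no-enzyme basal signal; the screen sought inhibitors and activators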
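Natural-substrate format: glycogen cleavage by 4 nM human enzyme, glucose read by Amplex Red coupling (Ex 573, Em 610 nm). Normalized to enzyme and no-enzyme controls.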
CBFb-RUNX1 inh – inhibitors of human CBF-beta and RUNX1 interaction | AlphaScreen CBFb-His/RUNX1-biotin binding, biochemical | Potency, µM (series often up to 59.8 µM), without a hit: at the top dose activity, negative = inhibition, actives largely listed as inhibitors | Q01196+Q13951 | 230,000 tested, under 10 active; further: % of control where 0% means no effect
Target sequence (Q01196 whole entry, looked up): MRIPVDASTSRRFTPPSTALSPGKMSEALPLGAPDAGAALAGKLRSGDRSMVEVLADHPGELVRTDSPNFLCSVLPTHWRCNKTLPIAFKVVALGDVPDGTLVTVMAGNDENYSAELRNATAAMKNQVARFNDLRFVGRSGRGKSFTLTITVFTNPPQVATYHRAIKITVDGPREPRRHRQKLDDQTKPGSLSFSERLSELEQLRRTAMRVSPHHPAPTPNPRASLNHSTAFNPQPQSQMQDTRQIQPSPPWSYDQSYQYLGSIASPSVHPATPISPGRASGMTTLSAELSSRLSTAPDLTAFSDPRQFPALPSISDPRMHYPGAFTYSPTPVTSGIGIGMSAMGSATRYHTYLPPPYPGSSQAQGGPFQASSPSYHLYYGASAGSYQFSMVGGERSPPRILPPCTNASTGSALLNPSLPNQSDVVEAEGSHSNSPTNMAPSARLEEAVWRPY
Target sequence (Q13951 whole entry, looked up): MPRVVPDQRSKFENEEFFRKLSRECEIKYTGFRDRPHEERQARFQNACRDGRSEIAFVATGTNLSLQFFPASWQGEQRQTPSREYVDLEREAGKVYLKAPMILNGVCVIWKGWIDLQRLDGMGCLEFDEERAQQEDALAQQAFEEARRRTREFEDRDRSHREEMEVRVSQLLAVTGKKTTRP
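Compounds were screened at multiple concentrations against a preformed CBF-beta(His)/RUNX1(biotin) complex (30 nM of each) for 15 min at room temperature, followed by 90 min with nickel and streptavidin beads and AlphaScreen reading.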
Numbers without * were called inactive; [ ] = remark or other dose. Unless noted, the call rests on the fitted dose curve; in most records, active means well fitted curve in the direction sought with a large enough effect; inconclusive means small, poorly fitted or top-dose-only effect, or another doubt; inactive means no such curve, though single readings can be large; an effect the other way counts as inactive or inconclusive. No enrichment for hits; overall some 1.5% were active at least once.

`COc1ccc(CCNC(=O)C(C)Sc2ccccc2)cc1OC` (stereo not drawn) gave Lamin A splicing -3%, HTT cytoprotect -10%, aGlu spleen mod -4%, GAA inh 4%, HttQ103 aggreg -22%, GAA glycogen 0% and CBFb-RUNX1 inh -1%.
Screening Cn1c(Cn2nnc3ccccc32)nnc1SCC(=O)N1c2ccccc2Sc2ccccc21 returned Lamin A splicing inconclusive, HTT cytoprotect -37%, aGlu spleen mod 4%, GAA inh -3%, HttQ103 aggreg inconclusive, GAA glycogen 10% and CBFb-RUNX1 inh 8%.
For COC(=O)C1=C(O)C(C(=O)OC)C(c2ccc(C)cc2)C(C#N)(C#N)C1c1ccc(C)cc1 (stereo not drawn) the results were Lamin A splicing inconclusive, HTT cytoprotect 11%[1.9 µM], aGlu spleen mod 2%, GAA inh -4%, HttQ103 aggreg inconclusive, GAA glycogen 2% and CBFb-RUNX1 inh 4%.
CC1CCCC(=C\c2ccccc2)/C1=N/O (stereo not drawn) was read as Lamin A splicing -1%, aGlu spleen mod -2%, GAA inh 1%, HttQ103 aggreg 13%, GAA glycogen -1% and CBFb-RUNX1 inh 1%.
For O=C(COC(=O)COc1ccc(Cl)cc1Br)NCc1cccs1 the results were Lamin A splicing -5%[46 µM], HTT cytoprotect 4%, aGlu spleen mod -1%, GAA inh 5%, HttQ103 aggreg 14%, GAA glycogen -6% and CBFb-RUNX1 inh 6%.
COc1ccc(OCC(O)Cn2cnc(-c3ccc(Br)cc3)c2)cc1 (stereo not drawn) was read as Lamin A splicing inconclusive, HTT cytoprotect -1%[10 µM], aGlu spleen mod -3%, GAA inh -4%, HttQ103 aggreg -29%, GAA glycogen -10% and CBFb-RUNX1 inh 2%.
For COC(=O)c1sccc1N/N=C/c1ccc(OC)c(OC)c1OC the results were Lamin A splicing inconclusive, HTT cytoprotect 24%[10 µM], aGlu spleen mod 4%, GAA inh 10%, HttQ103 aggreg 16%, GAA glycogen inconclusive and CBFb-RUNX1 inh inconclusive.
Screening CCSc1nc2c(c(=O)[nH]1)C(c1ccncc1)C(C(=O)OC)=C(C)N2 (stereo not drawn) returned Lamin A splicing 5%, HTT cytoprotect -48%[inhibitor], aGlu spleen mod -2%, GAA inh 1%, HttQ103 aggreg -4%, GAA glycogen 1% and CBFb-RUNX1 inh -2%.
Screening O=C(Oc1c(Cl)cc(Cl)c2ccccc12)N1CCCC1 returned Lamin A splicing 16%, HTT cytoprotect -72%[inhibitor], aGlu spleen mod -11%, GAA inh 1%, HttQ103 aggreg -9%, GAA glycogen 2% and CBFb-RUNX1 inh 5%.
For O=C(NCc1cccnc1)c1cc2nc(-c3ccc4c(c3)OCO4)cc(C(F)(F)F)n2n1 the results were Lamin A splicing 29%[46 µM], HTT cytoprotect -6%, aGlu spleen mod -3%, GAA inh 3%, HttQ103 aggreg 24%, GAA glycogen -9% and CBFb-RUNX1 inh 7%.

3 structures already listed, sorted by SMILES length, smallest number first.
COc1ccc(OCC(O)Cn2cnc(-c3ccc(Br)cc3)c2)cc1 (stereo not drawn) was read as Lamin A splicing inconclusive, HTT cytoprotect -1%[10 µM], aGlu spleen mod -3%, GAA inh -4%, HttQ103 aggreg -29%, GAA glycogen -10% and CBFb-RUNX1 inh 2%.
Screening CCSc1nc2c(c(=O)[nH]1)C(c1ccncc1)C(C(=O)OC)=C(C)N2 (stereo not drawn) returned Lamin A splicing 5%, HTT cytoprotect -48%[inhibitor], aGlu spleen mod -2%, GAA inh 1%, HttQ103 aggreg -4%, GAA glycogen 1% and CBFb-RUNX1 inh -2%.
For O=C(NCc1cccnc1)c1cc2nc(-c3ccc4c(c3)OCO4)cc(C(F)(F)F)n2n1 the results were Lamin A splicing 29%[46 µM], HTT cytoprotect -6%, aGlu spleen mod -3%, GAA inh 3%, HttQ103 aggreg 24%, GAA glycogen -9% and CBFb-RUNX1 inh 7%.

Additional entries
Screening COC(=O)C(C)NC(=O)CNS(=O)(=O)c1ccc(F)cc1 (stereo not drawn) returned Lamin A splicing 22%[9.22 µM], HTT cytoprotect -37%, GAA inh -3%, HttQ103 aggreg 5%, GAA glycogen 4% and CBFb-RUNX1 inh 1%.
Screening CC[C@@H](C)[C@@H](C(=O)N1CCN(C(=O)OC(C)(C)C)CC1)n1cc(CCC(=O)O)nn1 returned aGlu spleen mod -5%, HttQ103 aggreg 28%[9.22 µM], GAA glycogen 4% and CBFb-RUNX1 inh -1%.
COc1ccc(CCNC(=O)c2csc3c2CCCC3)cc1 was read as Lamin A splicing -27%[46 µM], HTT cytoprotect -20%, GAA inh -4%, HttQ103 aggreg -13%, GAA glycogen -4% and CBFb-RUNX1 inh inconclusive.
For CCN(CC)/C(=N/S(=O)(=O)c1ccc(C)cc1)c1ccccc1 the results were Lamin A splicing 13%, HTT cytoprotect -4%, aGlu spleen mod -14%, GAA inh 3%, HttQ103 aggreg 4%, GAA glycogen 6% and CBFb-RUNX1 inh 8%.
`Cc1cccc(C)c1OCC(N)C(C)C` (stereo not drawn) gave Lamin A splicing -11%, aGlu spleen mod 2% and CBFb-RUNX1 inh 9%.
`CCOC(=O)CC1(C)NC(=O)c2c(C)sc(C(=O)OCC)c2N1` (stereo not drawn) gave Lamin A splicing 6%, HTT cytoprotect -16%, aGlu spleen mod -3%, GAA inh 1%, HttQ103 aggreg 9%, GAA glycogen 2% and CBFb-RUNX1 inh 0%.
O=C(/C=C/c1ccc(F)cc1)NC(=S)Nc1ccccc1C(=O)NC1CCCCC1 was read as Lamin A splicing inconclusive, HTT cytoprotect -28%, aGlu spleen mod 6%, GAA inh -1%, HttQ103 aggreg 7%, GAA glycogen 11% and CBFb-RUNX1 inh 0%.
`Cc1ccccc1NC(=O)COc1nsnc1N1CCOCC1` gave Lamin A splicing 7%, HTT cytoprotect 2%, aGlu spleen mod 0%, GAA inh -21%, HttQ103 aggreg 16%, GAA glycogen 4% and CBFb-RUNX1 inh 4%.
CC(C)(C)c1ccc(OCCON2C(=O)CCC2=O)c(Cl)c1 was read as Lamin A splicing 0%, HTT cytoprotect 1%, aGlu spleen mod -11%, GAA inh -7%, HttQ103 aggreg 3%, GAA glycogen -3% and CBFb-RUNX1 inh -3%.
`COc1ccc2[nH]cc(CCNc3ncncc3-c3c(C)noc3C)c2c1` gave Lamin A splicing -13%, HTT cytoprotect inconclusive and aGlu spleen mod -1%.
`O=C(CSc1ncccn1)Nc1ccc(S(=O)(=O)N2CCCCC2)cc1` gave Lamin A splicing -3%, HTT cytoprotect -11%, aGlu spleen mod -10%, GAA inh -2%, HttQ103 aggreg -14%, GAA glycogen -5% and CBFb-RUNX1 inh -2%.
CCOC(=O)C1CC(c2ccccc2)=NNC1=O (stereo not drawn) was read as Lamin A splicing inconclusive, HTT cytoprotect -29%, aGlu spleen mod -3%, GAA inh 9%, HttQ103 aggreg -2%[9.22 µM], GAA glycogen 4% and CBFb-RUNX1 inh 4%.
Screening CCC(=O)OCC(=O)c1cc(C)n(-c2ccc(Br)cc2)c1C returned Lamin A splicing -1%[46 µM], HTT cytoprotect -42%[inhibitor], aGlu spleen mod 0%, GAA inh 5%, HttQ103 aggreg 8%, GAA glycogen 4% and CBFb-RUNX1 inh -18%.
Screening O=C(NCc1ccncc1)C(=O)Nc1nc2ccccc2s1 returned HTT cytoprotect -2%, aGlu spleen mod -13%, GAA inh -10%, HttQ103 aggreg 1%, GAA glycogen -12% and CBFb-RUNX1 inh 9%.
Screening C=CCNc1nnc(C)c2ccccc12 returned Lamin A splicing -3%, HTT cytoprotect -14%[0.074 µM], aGlu spleen mod 6%, GAA inh 0%, HttQ103 aggreg 7%, GAA glycogen 7% and CBFb-RUNX1 inh 3%.
`O=C(N/N=C/c1ccc(N2CCOCC2)s1)c1ccccc1Br` gave Lamin A splicing inconclusive, HTT cytoprotect -29%, aGlu spleen mod -7%, GAA inh -8%, HttQ103 aggreg -1%, GAA glycogen -23% and CBFb-RUNX1 inh 22%.
`COC(=O)Cn1c(CCS(=O)(=O)c2ccc(Cl)cc2)nc2ccccc21` gave Lamin A splicing inconclusive, HTT cytoprotect 8%, aGlu spleen mod 1%, GAA inh 1%, HttQ103 aggreg -2%, GAA glycogen 4% and CBFb-RUNX1 inh -1%.
COC(=O)c1cc(Br)c(=O)n(CCc2ccc(O)cc2)c1 was read as Lamin A splicing 6%[0.0737 µM], HTT cytoprotect -6%, aGlu spleen mod -8%, GAA inh -26%[15.4 µM], HttQ103 aggreg 20%, GAA glycogen -3% and CBFb-RUNX1 inh 17%.
For COC(=O)Cc1cccc2c(=O)c3ccccc3oc12 the results were HTT cytoprotect 16%[10 µM], aGlu spleen mod -1%, HttQ103 aggreg -5%[9.22 µM], GAA glycogen -5% and CBFb-RUNX1 inh -7%.
Screening O=C(NCC1CCCO1)C(=O)NCC(c1ccco1)N1CCN(c2ccccc2)CC1 (stereo not drawn) returned Lamin A splicing -1%, HTT cytoprotect 0%[10 µM], aGlu spleen mod -2%, GAA inh 0%, HttQ103 aggreg -4%, GAA glycogen 9% and CBFb-RUNX1 inh -7%.
For S=c1nc(C2CCCCC2)n(-c2ccccc2)[nH]1 the results were HTT cytoprotect -40%, aGlu spleen mod -8%, GAA inh -11%, HttQ103 aggreg 29%, GAA glycogen -17% and CBFb-RUNX1 inh 7%.
Screening O=C(N[C@H](C(=O)O)c1ccccc1)C1CCC(Cn2cnc3ccccc3c2=O)CC1 (stereo partly drawn) returned HTT cytoprotect 6%[10 µM], aGlu spleen mod 3%, HttQ103 aggreg 13%[9.22 µM], GAA glycogen 1% and CBFb-RUNX1 inh 4%.
CCOC(=O)Cn1nnc(-c2ccc([N+](=O)[O-])cc2)n1 was read as Lamin A splicing -2%[46 µM], HTT cytoprotect 0%[10 µM], aGlu spleen mod -9%, GAA inh 7%, HttQ103 aggreg 13%[9.22 µM], GAA glycogen -2% and CBFb-RUNX1 inh -3%.
CC(=O)c1ccc(NC(=O)C(=O)c2cn(CC(=O)N3CCCCC3)c3ccccc23)cc1 was read as Lamin A splicing -5%, HTT cytoprotect 20%[10 µM], aGlu spleen mod -3%, GAA inh 4%, HttQ103 aggreg -11%, GAA glycogen 16% and CBFb-RUNX1 inh 0%.
Screening O=C(c1ccc(-c2nnc(-c3ccccc3)o2)cc1)N1CCCCCC1 returned Lamin A splicing 5%, HTT cytoprotect -10%, aGlu spleen mod 3%, GAA inh -10%, HttQ103 aggreg 8%, GAA glycogen 7% and CBFb-RUNX1 inh 8%.
